# LDHA inh – qHTS assay for inhibitors of human lactate dehydrogenase; activity change, % (values are at about 110 or 230 µM); actives 0.15% (n = 480,000); purified LDHA, NADH/diaphorase-resazurin fluorescence; stronger effect = lower value; AID 1347041, 2019; in the data active = activity change below about -30%; inconclusive = mostly about -25% to -30%;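 also: plate controls were DMSO wells for no effect and wells without enzyme for full effect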
#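 LDH5 2 nM; NADH 0.06 mM, pyruvate 0.2 mM; 200 mM Tris pH 7.4, EDTA, Tween-20; 5 min RT. Detection: diaphorase 0.133 mg/mL + resazurin 37 µM, fluorescence ex540/em590 at 0 and 20 min; normalized to enzyme-free and DMSO wells.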
# An asterisk follows results filed as active; ? = inconclusive. An excerpt; rates above refer to the full screens.
SMILES,LDHA inh
O=c1[nH]nc(SCc2ncc(-c3cccc(Cl)c3)o2)n1C1CC1,2
N#C/C(=C\c1cccn1-c1ccc(Br)cc1)c1ccc(F)cc1,2
CCc1noc2nc(C)nc(N3CCCC(C(=O)NCCc4ccc(Cl)cc4)C3)c12 (stereo not drawn),5
Cc1nn2c(NCCN(C)C)cc(C(C)(C)C)nc2c1-c1ccc(F)cc1,-21
Cc1ccccc1C(=O)N1CCN(c2oc(-c3ccco3)nc2C#N)CC1,-1
CCOC(=O)CNC(=O)c1ccc(C(=O)NCC(=O)OCC)cc1,-1
COc1nc2cc(C)c(C)cc2nc1C(=O)Nc1cccc(Cl)c1,1
N#CC1(Br)C(=N)c2ccccc2CC12CCCCC2 (stereo not drawn),51
Cc1ccc(/C=C/C(=O)O)s1,0
Cc1cccc(C(=O)NC2(C(F)(F)F)C(=O)Nc3c2c(=O)[nH]c(=O)n3Cc2cccnc2)c1 (stereo not drawn),-1
COc1ccc(C(O)(C2CCCCC2)C(CN2CCCCC2)c2ccccc2)cc1 (stereo not drawn),2
COC(=O)C(C)N1C(=O)S/C(=C/c2cccn2C)C1=O (stereo not drawn),?
O=C(NCCc1ccccn1)C12CC3CC(CC(C3)C1)C2,2
Cc1nc(N2CCCCC2)ncc1-c1cc(=O)[nH]c(N2CCc3ccccc3C2)n1,-1
Cc1ccc2nc(/C(C#N)=C/c3cccc(O)c3)[nH]c2c1,-6
COc1ccc(C(=O)Nc2ccc(NC(=O)C34CC5CC(CC(C5)C3)C4)cc2)cc1,3
COC(=O)NCC(=O)NC(c1ccccc1)C(C)C (stereo not drawn),11
COc1ccc(-c2nc(COc3ccc(F)c(Cl)c3)co2)cc1,-1
COCCn1c(=S)[nH]c2cc(C(=O)N3CCN(Cc4ccccc4)CC3)ccc2c1=O,-1
CN1CCN(c2oc(-c3ccccc3F)nc2S(=O)(=O)c2ccc3c(c2)OCCO3)CC1,0

# Structures shown so far that have nitrogen in an aromatic ring, in the order listed:
SMILES,LDHA inh
O=c1[nH]nc(SCc2ncc(-c3cccc(Cl)c3)o2)n1C1CC1,2
N#C/C(=C\c1cccn1-c1ccc(Br)cc1)c1ccc(F)cc1,2
CCc1noc2nc(C)nc(N3CCCC(C(=O)NCCc4ccc(Cl)cc4)C3)c12 (stereo not drawn),5
Cc1nn2c(NCCN(C)C)cc(C(C)(C)C)nc2c1-c1ccc(F)cc1,-21
Cc1ccccc1C(=O)N1CCN(c2oc(-c3ccco3)nc2C#N)CC1,-1
COc1nc2cc(C)c(C)cc2nc1C(=O)Nc1cccc(Cl)c1,1
Cc1cccc(C(=O)NC2(C(F)(F)F)C(=O)Nc3c2c(=O)[nH]c(=O)n3Cc2cccnc2)c1 (stereo not drawn),-1
COC(=O)C(C)N1C(=O)S/C(=C/c2cccn2C)C1=O (stereo not drawn),?
O=C(NCCc1ccccn1)C12CC3CC(CC(C3)C1)C2,2
Cc1nc(N2CCCCC2)ncc1-c1cc(=O)[nH]c(N2CCc3ccccc3C2)n1,-1
Cc1ccc2nc(/C(C#N)=C/c3cccc(O)c3)[nH]c2c1,-6
COc1ccc(-c2nc(COc3ccc(F)c(Cl)c3)co2)cc1,-1
COCCn1c(=S)[nH]c2cc(C(=O)N3CCN(Cc4ccccc4)CC3)ccc2c1=O,-1
CN1CCN(c2oc(-c3ccccc3F)nc2S(=O)(=O)c2ccc3c(c2)OCCO3)CC1,0

# Some of the entries so far, tab-delimited:
structure	LDHA inh
Cc1nn2c(NCCN(C)C)cc(C(C)(C)C)nc2c1-c1ccc(F)cc1	-21
COCCn1c(=S)[nH]c2cc(C(=O)N3CCN(Cc4ccccc4)CC3)ccc2c1=O	-1
Cc1ccc(/C=C/C(=O)O)s1	0
O=C(NCCc1ccccn1)C12CC3CC(CC(C3)C1)C2	2
CCOC(=O)CNC(=O)c1ccc(C(=O)NCC(=O)OCC)cc1	-1

# (cont.)
SMILES,LDHA inh
CCCn1c(C)cc(C(=O)Cn2cnc3c2c(=O)n(C)c(=O)n3C)c1C,0
CCNC(=S)N/N=C(/C)c1cccc(F)c1,-1
CCCc1cc(=O)n2nc(N(C)CC(=O)Nc3cccc(F)c3)sc2n1,-1
Cc1cc(SSc2nc(C)cc(C)n2)nc(C)n1,12
Fc1ccc(OCc2nnc3sc(COc4ccc(Cl)cc4)nn23)cc1,4
O=S(=O)(Nc1ccc(-c2cn3ccsc3n2)cc1)c1ccccc1,12
CCCCCC(=O)Nc1cccc(-c2nc3ccccc3o2)c1C,5
CCCCn1c(=O)[nH]c(=O)c2c1nc(COc1cc(Cl)ccc1Cl)n2CCC,-3
O=C(O)C(c1c[nH]c2cc(Cl)ccc12)N1CCN(C/C=C/c2ccccc2)CC1 (stereo not drawn),-5
CN(C)CCn1c(=O)n(CCO)c(=O)c2c3c(sc21)COC(C)(C)C3,12
COC(=O)c1cnc(NC(=O)Cc2ccc3ccccc3c2)s1,12
CCCC(C)N(C)CC(=O)NC1(C#N)CCCCCC1 (stereo not drawn),-6
COC(=O)C1=C(CS(=O)(=O)c2ccc(C)cc2C)NC(=O)NC1c1ccc(O)cc1 (stereo not drawn),-16
COc1cc(OC)c2cc(C(=O)NC(C)C(=O)Nc3nc(C)cs3)n(C)c2c1 (stereo not drawn),1
Cc1ccc2c(CSc3n[nH]c(=O)n3C3CC3)cc(=O)oc2c1C,-13
CN(C)S(=O)(=O)c1cc(C(=O)NCc2coc(-c3cccs3)n2)ccc1Cl,-1
CCC(=O)Oc1cccc2cc(-c3nc(-c4ccc(Cl)cc4)no3)c(=O)oc12,1
Cc1oc(-c2ccccc2)nc1CC(=O)Nc1cccc(C(N)=O)c1,4
CN(C(=O)Cn1nc(-c2ccc(Cl)cc2)ccc1=O)C1CCS(=O)(=O)C1 (stereo not drawn),8
CC(C)(C)NC(=O)c1ccc(NC(=O)c2ccc(Cl)cc2Cl)cc1,-7
O=C(c1ccccc1)C1CCN(C(=O)/C=C/c2ccc(F)cc2)CC1,3
CNS(=O)(=O)c1ccc(C(=O)N2CCCC2c2ccc3c(c2)OCCCO3)cc1 (stereo not drawn),-9
NC(=O)C(c1ccccc1)(c1ccccc1)c1ccccc1,-3
Cc1[nH]c2ccc(C(=O)Nc3ccc(-c4nccs4)cc3)cc2c1C,-4
CC(=O)N/C(=C/c1cccnc1)C(=O)O,1
C=C(C)CNC(=S)N/N=C(/C)c1ccc(C)o1,-5
Cc1ccccc1C(=O)Nc1ccc(C(=O)NNC(=S)Nc2ccccc2)cc1,-1
Cc1ccc(NC(=O)c2ccc(F)cc2Cl)nc1,3
COc1ccc2[nH]c(C(=O)N3CCc4ccccc4C3)cc2c1,7
O=S(=O)(Cc1ccccc1)Cc1cc(Cl)c2c(c1)OCO2,5
O=C(OCc1ncc(-c2ccc(Cl)cc2)o1)c1cccc(F)c1,-6
Cc1ccc(C)c(C(=O)c2sc(Nc3ccc(F)cc3)nc2N)c1,0
Cc1ccc(NC(=O)CN2CCC(C(=O)N3CCCCCC3)CC2)cc1,-2
Cc1ccc(-c2noc(-c3cccn3CC(=O)N3CCC(C)CC3)n2)cc1,23
Cn1c(=O)c2c(ncn2CC(=O)OCC(=O)NCc2ccccc2)n(C)c1=O,-7
Cc1cccc(CSc2nc3ccncc3n2Cc2ccc(C(=O)NCCN(C)C)cc2)c1,3
Cc1cccc(-c2noc(CN(C)C(=O)COc3ccc4ccccc4c3Br)n2)c1,1
Cc1csc(NC(=O)CSc2ccccc2)n1,-4
O=C(Cc1csc(-c2cccs2)n1)Oc1ccc(Cl)c2ccccc12,38
O=C(/C=C/Nc1ccc(Cl)c(C(F)(F)F)c1)c1ccccc1,-2
COc1ccc2c(-c3ccccc3)cc(SCC(=O)N3CCOCC3)nc2c1,4
Cn1cc([C@]2(O)C(=O)Nc3c(F)cccc32)c2ccccc21,-2
CCc1nc2nc(C)c(NC(=O)Nc3cccc(C(F)(F)F)c3)c(=O)n2[nH]1,6
CCCc1c(-c2cccc(F)c2)ncn1CCc1ccccc1OC,3
CN(C)c1ccc(NC(=O)c2cccc(S(=O)(=O)NCc3cccs3)c2)cc1,-12
COc1cc(NS(=O)(=O)c2cc(-c3n[nH]c(=O)c4c3CCCC4)ccc2C)cc(OC)c1,2
CCCCN(CC)c1ccc(NS(=O)(=O)c2ccc3c(c2)CCCC3)cc1C(=O)O,-2
Cc1ccc2nc3sc(C(=O)N4CCCCC4)cc3cc2c1,15
C=CCNc1nc(-c2c(N)n(CCC)c(=O)n(C)c2=O)cs1,8
N#CC1=C(N)Oc2nc(SCc3ccccc3Cl)nc(N)c2C1c1cccc(F)c1 (stereo not drawn),5
CSc1cccc(NC(=O)NC(c2ccccc2)c2nnc(-c3ccccc3Cl)o2)c1 (stereo not drawn),-2
CCn1nc(C)c(CNC(=O)Nc2cc(Cl)ccc2OC)c1C,-3
OC(COc1ccc(Br)cc1)CN1CCCN(c2ccc(C(F)(F)F)cn2)CC1 (stereo not drawn),6
CCNc1c(NS(=O)(=O)c2ccc(F)c(C)c2)c(=O)oc2ccccc12,-9
CCn1nc(C(=O)OCCOc2ccc(OC)cc2)c2ccccc2c1=O,-1
CCNC(=O)c1cccc(NC(=O)/C=C/c2sccc2C)c1,0
COc1ccc(-c2c(C)oc3cc(OC(=O)c4ccccc4)ccc3c2=O)cc1OC,0
COc1ccc(C(=O)c2[nH]c(N)c(C(=O)NCCc3c[nH]c4ccccc34)c2-c2ccc(Br)cc2)cc1,11
O=C1CN(C(=O)COC(=O)C23CC4CC(CC(C4)C2)C3)c2ccccc2N1,1
O=C(COc1ccc(Cl)cc1Cl)c1ccccc1,-1

# Other compounds.
SMILES,LDHA inh
N#Cc1c(NC(=O)CSc2ccccn2)sc2c1CCCC2,6
O=C(CCc1ncc(-c2ccc(Cl)cc2Cl)o1)NCc1ccccc1,3
Cc1ccc(C(=O)O)cc1S(N)(=O)=O,2
CCc1ccc(S(=O)(=O)c2cnc3ccc(C)cc3c2N2CCOCC2)cc1,16
c1ccc(C(=NN=C2CCCCCC2)c2ccccc2)cc1,-25
CCCCCOC(=O)CSc1nc2c(c(=O)[nH]c(=O)n2C)n1Cc1ccc(C)cc1,0
COc1ccc(CCNc2oc(-c3ccc(OC)cc3)nc2C#N)cc1,-4
O=C(NC1CC1)C1CCN(C2=NS(=O)(=O)c3ccccc32)CC1,0
Cn1c(=O)c2c(ncn2Cc2ccc(Br)cc2)n(C)c1=O,-8
CC(C)C12CN3CC(C(C)C)(CN(C1)C3c1c[nH]c3ccccc13)C2=O (stereo not drawn),-7
O=C(NCc1ccccc1)NC(NC(=O)c1cccnc1)(C(F)(F)F)C(F)(F)F,0
COc1ccc(-c2nc(-c3ccc(C)cc3C)cs2)cc1OC,3
CCN1CCN(c2nc3c(c(=O)n(C)c(=O)n3C)n2CC(=O)c2ccccc2)CC1,-3
O=C(NCc1nc2ccccc2[nH]1)c1cc(-c2cccs2)nc2ccccc12,5
CCOc1cc([C@H]2[C@@H]3CCCC[C@]3(O)CCN2Cc2ccccc2F)ccc1O,8
O=C(O)c1ccccc1CCc1ccccc1,-2
CNC(=O)NC(=O)CSC1=Nc2ccccc2CS1,-4
Cc1cc(C)n(-c2nc3c(c(=O)n(C/C=C/c4ccccc4)c(=O)n3C)n2C)n1,-6
Cc1nc(-c2ccc(F)cc2)sc1CCNC(=O)C1CCCC1,1
COC(=O)c1cccc(NC(=O)c2cc[n+]([O-])cc2)c1,12
COc1cc(CSc2c(C(C)C)cnc3c2c(=O)n(C)c(=O)n3C)cc(OC)c1,-4
COCCn1c(SCC(=O)c2ccc3c(c2)OCCCO3)nnc1-c1ccc(Cl)cc1,5
O=C(CN(CC1CCOC1)C1CC1)NC1CC1 (stereo not drawn),12
CN(CC(=O)Nc1cccc2ccccc12)C(=O)c1ccc(NS(=O)(=O)c2ccc(F)cc2)cc1,22
COC(=O)c1ccc(COc2ccccc2)o1,2
Cc1ccc(SC2CC(C)OC2=O)cc1C (stereo not drawn),0
Cn1nc(CC(=O)Nc2ccccc2O)c2ccccc2c1=O,-1
O=C(Cn1c(=O)n(Cc2ccc3c(c2)OCO3)c(=O)c2sccc21)N1CCCC1,3
CCOC(=O)C1=CC[C@@H](c2ccccc2)N(S(=O)(=O)c2ccc(C)cc2)[C@@H]1C#N,-11
O=C(NCc1ccccn1)C1CC2CCC1C2 (stereo not drawn),7
COC(=O)c1cc(-c2ccc(S(=O)(=O)N3CCN(c4cc(Cl)ccc4C)CC3)s2)on1,4
COc1cccc2[nH]c(C(=O)N3CCC(c4nnc5ccccn45)CC3)cc12,2
Cc1nc2cc(NC(C)C(=O)Nc3ccc(Cl)cc3)ccc2o1 (stereo not drawn),86
CCO[C@H]1C[C@@H](c2ccc(CC)cc2)N(S(=O)(=O)c2ccc(C)cc2)C2CC(c3ccc(CC)cc3)N(S(=O)(=O)c3ccc(C)cc3)CC21 (stereo partly drawn),-6
O=S(=O)(Cc1ccc(Cl)cc1)Nc1nc2c(s1)CCCC2,0
COc1ccc2cc(-c3nc(-c4nonc4N)no3)c(=O)oc2c1,-4
COC(=O)c1ccc(C)c(NC(=O)Cc2cc(C)ccc2OC)c1,9
COc1ccc2sc(-c3ccccc3OC)c(-c3ccc(SC)cc3)c2c1,0
O=C(Cn1ccc2ccc(OCc3ccccc3)cc21)NC1CC1,-1
CCC1CCCCN1Cc1nc2c(c(=O)n(C)c(=O)n2C)n1CC(N)=O (stereo not drawn),2
CC(=O)Nc1ccc(S(=O)(=O)Nc2ccc(-c3nncn3C)cc2)cc1,2
Cc1nc2ccc(C(=O)Oc3cccc4cccnc34)cc2nc1C,33
COc1cc(CC(=O)NC2CCCC2)cc(OC)c1OC,-1
Cc1ccc(/C=C/C(=O)c2ccc(-c3ccccc3)cc2)c(C)c1,5
CC(CNC(C)(C)CO)c1ccccc1 (stereo not drawn),5
O=C(COc1ncnc2ccccc12)Nc1ccccc1Cl,-8
CCOC(=O)c1cnc2c(Cl)c(Cl)ccc2c1NCCOC(=O)C(C)C,3
FC(F)(F)c1cccc2c(Cl)ccnc12,-4
